inhibitors of VEEV: inhibitors of VEEV TC-83 cytopathic effect, confirmation, Vero cells (AID 588727); Vero cells, VEEV TC-83 cytopathic effect inhibition; higher % means a stronger effect; inhibition, % at 20 µM; hits with a dose series show IC50 in µM; hit rate 0.13% among 350,000; in the data active = a potency from the dose series; inconclusive = inhibition mostly from about 14% at the one dose, without a potency; inactive = the rest, 99 in 100 with inhibition below about 12%; note: strong numbers were not always called active
M. tuberculosis: growth inhibition of non-replicating M. tuberculosis (AID 488890) | Mycobacterium tuberculosis non-replicating, growth inhibition; higher % means a stronger effect | inhibition, % at 25 µM, or IC50 in µM where a hit was titrated | hit rate 0.39% among 320,000; in the data active = a potency from the dose series; inconclusive = inhibition mostly from about 82% at the one dose, without a potency; inactive = the rest, 99 in 100 with inhibition below about 76%;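 note: plate controls were DMSO cells for no effect and high antibiotic wells for full effect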
PhoP GFP inhibition: Inhibition of PhoP regulon, Salmonella typhi GFP reporter cells, confirmation, 4 h (AID 1850). hit rate 0.33% among 310,000. one-dose inhibition, % at 50 µM; IC50 in µM for titrated hits. Salmonella Typhi PhoP-promoter GFP reporter, fluorescence, 4 h; higher % means a stronger effect; in the data active = a potency from the dose series; inconclusive = inhibition mostly from about 25% at the one dose, without a potency; inactive = the rest, 99 in 100 with inhibition below about 19%;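 note: 0% = induced wells with vehicle and 100% = uninduced wells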
M. tuberculosis HTS: M. tuberculosis growth inhibition, HTS (AID 449762). one-dose inhibition, % at 25 µM; IC50 in µM for titrated hits. hit rate 0.59% among 330,000. M. tuberculosis H37Rv growth inhibition, 7H9 media; higher % means a stronger effect; in the data active = a potency from the dose series; inconclusive = inhibition above about 70% without an active follow-up result;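 note: bacterial growth assessed after seven days of incubation; strong numbers were not always called active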
influenza NS1A: NS1A inhibition, H1N1 influenza, cell based functional assay (AID 504329); NS1A functional cell-based assay, percent inhibition; higher % means a stronger effect; one-dose inhibition, % at 12.5 µM; IC50 in µM for titrated hits; hit rate 0.3% among 340,000; in the data active = a potency from the dose series; inconclusive = inhibition above about 27% without an active follow-up result; note: strong numbers were not always called active
inhibitors of VEEV 10K pilot screen: further read-out of inhibitors of VEEV, marked with its call; inhibition, %; measured here: 10K pilot screen inhibition
The depositor's hits bear a star; i = inactive; u = inconclusive; x = not tested or not shown.

SMILES	inhibitors of VEEV	M. tuberculosis	PhoP GFP inhibition	M. tuberculosis HTS	influenza NS1A	others
Cc1ccc(S(=O)(=O)N(C)CC(=O)NNC(=O)CCNS(=O)(=O)c2cccc(C)c2)cc1	0.8%	-2%	x	0%	-6%
COc1ccc(CNC(=O)c2c[nH]c3ccccc3c2=O)cc1	8.3%	-20%	3%	-3%	-3%
CCCCCCn1cc(C(=O)O)c(=O)c2cc(F)c(N3CCN(C)CC3)cc21	6.7%	u	-6%	u	-7%
COc1ccc(-c2cc3c(=O)n(CC(=O)NC4CCN(Cc5ccccc5)CC4)ncn3n2)cc1	i	0%	4%	7%	-3%
Cc1cc(C(=O)OCC(=O)NC2CCCC(C)C2C)c(C)o1 (stereo unspecified)	1.0%	19%	x	1%	-11%
COC(=O)c1ccc(NC(=O)c2ccccc2-c2ccccc2C(=O)O)cc1	1.6%	66%	0%	41%	8%
O=S(=O)(c1ccc(F)cc1)N1CCN(CC(O)COCC2CCCO2)CC1 (stereo unspecified)	0.7%	x	x	x	-6%
CC(C)(C)c1cc(NC(=O)c2ccc(OC3CCCC3)cc2)no1	1.1%	6%	-5%	1%	4%
CCC(C)/C(C)=N/NC(=O)CSc1nc2ccccc2[nH]1 (stereo unspecified)	0.2%	-31%	5%	12%	5%
Cc1cc([N+](=O)[O-])nn1Cn1nc([N+](=O)[O-])cc1C	i	7%	5%	1%	-11%
CCc1c(C(=O)NCCc2ccc(OC)c(OC)c2)[nH]c(C)c1C(C)=O	3.6%	14%	1%	9%	5%
CCN1C(=O)CC(N2CCN(c3ccc(C(=O)c4ccccc4)cc3)CC2)C1=O (stereo unspecified)	4.1%	18%	4%	-5%	-2%
CC(C)Cc1nnc(NC(=O)c2ccc3c(=O)n4c(nc3c2)CCC4)s1	11%	-8%	-2%	-24%	14%
CCn1cc(C(=O)NCCC(=O)NCCCO)c(=O)c2cc3c(cc21)OCO3	1.4%	-7%	5%	0%	-8%
c1csc(C(c2nnnn2C2CCCC2)N2CCCC3(CCCCC3)C2)c1 (stereo unspecified)	2.2%	13%	-2%	6%	10%
O=[N+]([O-])c1ccccc1C(O)Cc1ccccn1 (stereo unspecified)	3.6%	x	x	x	2%
CC(OC(=O)Cc1c[nH]c2ccccc12)C(=O)Nc1ccccc1F (stereo unspecified)	3.6%	-12%	-4%	-2%	3%
O=C(NC(=S)Nc1cccc2ncccc12)c1cccs1	1.9%	-1%	9%	-5%	-11%
CNC(=S)N/N=C/c1ccc(C(C)C)cc1	0.9%	x	10%	-13%	9%
O=C(Cc1cccs1)Nc1nnc(C2CC2)s1	9.0%	-4%	-4%	0%	0%

Reprinted from the part before: 4 compounds; new compounds follow.
SMILES	inhibitors of VEEV	M. tuberculosis	PhoP GFP inhibition	M. tuberculosis HTS	influenza NS1A	others
CC(OC(=O)Cc1c[nH]c2ccccc12)C(=O)Nc1ccccc1F (stereo unspecified)	3.6%	-12%	-4%	-2%	3%
O=C(NC(=S)Nc1cccc2ncccc12)c1cccs1	1.9%	-1%	9%	-5%	-11%
CNC(=S)N/N=C/c1ccc(C(C)C)cc1	0.9%	x	10%	-13%	9%
O=C(Cc1cccs1)Nc1nnc(C2CC2)s1	9.0%	-4%	-4%	0%	0%
CC12CN3CC(C)(CN(C1)C3c1ccccc1Cl)C2O (stereo unspecified)	1.0%	-2%	5%	-8%	-17%
CC(C)(C)S(=O)(=O)N1Cc2cc(CO)cc(CCO)c2[C@@H]1CCO	0.1%	x	x	x	-21%
CCc1ccc2oc(C(=O)NCc3ccncc3)c(C)c2c1	i	17%	10%	-7%	-17%
CC(Nc1ccccc1)C(=O)Nc1ccc(F)cc1 (stereo unspecified)	i	-11%	-3%	-10%	22%
CC(=O)N1CCN(c2ccccc2NC(=O)c2ccc3ccccc3c2)CC1	7.0%	21%	-2%	9%	1%
COc1ccc(Oc2nc3c(c(=O)n(C)c(=O)n3C)n2Cc2ccccc2)cc1	0.2%	-14%	6%	4%	2%
CCN(Cc1ccccc1)C(=O)CS(=O)(=O)c1ccccc1	i	-2%	19%	-8%	-9%
CCCCCc1ccnc(CC(=O)c2ccc(OC)cc2)c1	1.9%	x	x	x	-3%
CCCCC1(C)Cc2ccccc2C(=S)N1 (stereo unspecified)	5.3%	17%	-9%	1%	12%
COc1ccc(C(CC(=O)N2CCCC(C)C2)c2c(OC)cc(OC)c3ccc(=O)oc23)cc1 (stereo unspecified)	0.8%	x	-15%	0%	3%
COC(=O)CN1C(=O)C(O)(CC(=O)c2cccc(Br)c2)c2ccccc21 (stereo unspecified)	0.2%	x	-10%	-8%	-1%
Cc1ccc(-n2c(=O)c3sccc3n(CC(=O)NCC3CCCO3)c2=O)cc1F (stereo unspecified)	1.9%	-12%	16%	-3%	-3%
O=C(COc1ccccc1)OCc1csc(Nc2ccccc2)n1	0.7%	u	-4%	11%	4%
C[C@H]1CN([C@@H](C)CO)C(=O)Cc2cc(NC(=O)CCC(F)(F)F)ccc2O[C@H]1CN(C)Cc1ccc(-c2ccccc2)cc1	i	39%	x	u	-2%
O=C(COC(=O)c1cnc(Cl)c(Cl)c1)NC1CC1	6.8%	20%	x	4%	-6%
CC(=C/C(=O)O)/C=C/c1ccco1	0.8%	10%	-3%	-2%	9%
O=C(COc1ccc2c3c(c(=O)oc2c1)CCC3)N1C[C@H]2C[C@@H](C1)c1cccc(=O)n1C2	0.4%	3%	-3%	-1%	2%
CS(=O)(=O)N(CC(=O)NCCSCc1ccccc1)c1ccccc1Br	0.5%	-2%	4%	1%	2%
O=C(c1ccc(F)cc1)C1CCN(Cc2cn[nH]c2-c2ccccc2)CC1	7.5%	4%	7%	11%	-21%
COC(=O)c1cc(NC(=O)c2ccc(Cn3cc(Cl)cn3)o2)cc(C(=O)OC)c1	3.4%	-12%	11%	5%	11%

Continued; the last 2 above are carried over.
SMILES	inhibitors of VEEV	M. tuberculosis	PhoP GFP inhibition	M. tuberculosis HTS	influenza NS1A	others
O=C(c1ccc(F)cc1)C1CCN(Cc2cn[nH]c2-c2ccccc2)CC1	7.5%	4%	7%	11%	-21%
COC(=O)c1cc(NC(=O)c2ccc(Cn3cc(Cl)cn3)o2)cc(C(=O)OC)c1	3.4%	-12%	11%	5%	11%
O=C1[C@H]2CC3C=CC2(O3)[C@@H]2OCCCN12 (stereo partly specified)	i	3%	-14%	3%	-3%
O=C1CNC(=S)N1Cc1ccccc1	0.1%	-1%	1%	5%	-1%
CCOc1ccc(S(=O)(=O)NCCC(=O)NCC(c2cccs2)N2CCOCC2)cc1 (stereo unspecified)	1.3%	-4%	-4%	0%	-1%
O=C1CC(c2ccc3c(c2)OCO3)c2cc3c(cc2N1)OCO3 (stereo unspecified)	0.7%	4%	0%	1%	4%
CCCCCCCN1CCC(=O)N([C@H](CO)c2ccccc2)CC1	0.1%	11%	2%	5%	-7%
C=CCn1c(-c2cc3cccc(OC)c3o2)n[nH]c1=S	0.7%	2%	11%	0%	-1%
c1cncc(CNc2ncnc3ccc(-c4ccoc4)cc23)c1	6.1%	-3%	x	8%	7%
CCN1CCN(Cc2cc(Br)cc(OC)c2O)CC1	4.6%	-4%	7%	-1%	-1%
Cc1[nH]ccc(=O)c1OCc1ccc(Cl)cc1	0.4%	-9%	-1%	-7%	4%
CCC(=O)Nc1cc(ON=C(C)C)cc([N+](=O)[O-])c1	0.7%	14%	-8%	3%	-2%
Cc1nnc(NC(=O)/C=C/c2ccco2)s1	1.4%	-1%	-2%	5%	-7%
COc1ccc(CN2CCN(S(=O)(=O)c3ccc(NC(C)=O)cc3)CC2)c(OC)c1OC	0.8%	7%	0%	-8%	-8%
Clc1ccc(-n2cnnn2)cc1	1.5%	6%	8%	-5%	1%
COc1ccc2oc(C(=O)OCC(=O)NCc3ccco3)c(C)c2c1	9.4%	9%	-3%	8%	-2%
CC1CCCCN1C(=O)C1COc2ccccc2O1 (stereo unspecified)	0.5%	14%	9%	0%	-2%
Cc1cc(N=Nc2ccccc2)cc(C)c1NC(=O)C(F)(F)F	5.1%	x	x	x	4%
COC(=O)c1sccc1NC(=O)c1c(F)c(F)c(F)c(F)c1F	4.8%	64%	-18%	u	x
Cc1ccc(Cn2c(=N)n(CC(=O)c3ccccc3)c3ccccc32)cc1	4.8%	65%	-6%	18%	-7%
C[C@]12C(=O)N(c3ccc(F)cc3)C(=O)N1[C@H]1c3ccccc3OC[C@@H]1[C@H]2c1ccccc1	2.6%	u	x	10%	-9%
Cc1ccsc1C(=O)Nc1cccc(S(=O)(=O)N(C)C)c1	0.8%	-18%	-6%	0%	-15%
CC(=O)Nc1ccc(NC(=O)CCC(=O)OCC(=O)c2ccc(F)cc2)cc1	0.3%	-18%	0%	5%	3%
O=C(CCS(=O)(=O)c1cccc2nsnc12)N1CCN(C(=O)c2ccco2)CC1	1.8%	-10%	4%	-1%	0%
CCN(CC)C(=O)CSc1n[nH]c(=S)n1N	0.2%	-2%	12%	2%	11%
O=C(COc1ccccc1[N+](=O)[O-])N/N=C/c1ccncc1	1.1%	6%	4%	-3%	-7%
Cc1ccc(S(=O)(=O)NNc2nc3ccccc3nc2C(F)(F)F)cc1	1.0%	-17%	7%	-1%	18%
CCc1nnc(NC(=O)[C@@H](NC(=O)c2ccc(C(C)(C)C)cc2)C(C)C)s1	1.0%	70%	-3%	45%	-1%
O=C(NCc1nc2ccccc2[nH]1)C1=C[C@H](c2coc3ccccc3c2=O)C[C@H](OCCCCO)O1	9.5%	32%	-5%	3%	-2%
CCN(CC)CCNC(=O)C(C)c1nn(CC)c(=O)c2ccccc12 (stereo unspecified)	2.2%	-6%	-8%	-12%	-1%
CCCCN1CC(=O)N2Cc3[nH]c4ccccc4c3C[C@H]2C1=O	0.3%	2%	-9%	0%	6%
Cc1cccc(OCC(O)Cn2c(NCc3cccnc3)nc3c2c(=O)[nH]c(=O)n3C)c1 (stereo unspecified)	0.5%	2%	6%	-3%	0%
COC(=O)c1sc(=S)n(-c2ccccc2OC)c1N	1.2%	3%	-2%	8%	-3%
COc1ccc(S(=O)(=O)N(C)C2CCS(=O)(=O)C2)cc1OC (stereo unspecified)	0.5%	-4%	11%	9%	1%
CCCC(=O)c1ccc(N2CCN(C(=O)c3ccccc3)CC2)c(F)c1	0.7%	38%	-5%	11%	1%
COc1cccc(C2C=C(c3cccs3)Nc3ncnn32)c1OC (stereo unspecified)	1.2%	0%	-4%	-1%	5%
O=C(NCCCc1ccccc1)Nc1cccc(Cl)c1	i	52%	6%	u	1%	inhibitors of VEEV 10K pilot screen=1.4
O=C(OCC(=O)C12CC3CC(CC(C3)C1)C2)c1ccccc1O	1.9%	u	x	7%	4%
Cc1ccc(NS(=O)(=O)c2c(C)[nH]c(C)c2C(=O)N2CCCCC2)c(C)c1	0.5%	-4%	-5%	-3%	4%
Cc1ccccc1OCCC(=O)N1CCN(S(=O)(=O)c2ccc(Cl)cc2)CC1	4.5%	2%	-1%	-6%	-9%
Cc1nc(NC(=O)CSc2nnc(C3CC3)n2C)sc1C(=O)N(C)C	1.5%	-11%	-2%	-15%	6%
COc1ccc(C(=O)NC(=S)Nc2ccc3oc(=O)ccc3c2)cc1	0.3%	-10%	-9%	14%	9%
COc1ccc(N2CCN(C(=O)c3cccc4nc(C)oc34)CC2)cc1	1.7%	1%	-1%	-5%	-5%
CCOc1ccccc1NC(=O)Nc1ccc(Cl)cc1	0.3%	34%	-4%	6%	5%
Cc1cc(C)nc(SCc2nnc(SCC(=O)Nc3ccccc3C)n2Cc2ccco2)n1	2.5%	0%	-11%	-13%	18%	inhibitors of VEEV 10K pilot screen=0.5
CC(NC(=O)COc1ccccc1-c1ccccc1)c1ccccc1 (stereo unspecified)	3.1%	28%	-2%	14%	-8%
O=C(NCCN1CCOCC1)c1cc(-c2ccccc2Cl)nc2ccccc12	1.5%	-8%	-5%	3%	-6%
COc1ccc(Nc2c(C)cccc2C)cc1	7.4%	23%	-16%	2%	-1%
N=Nc1c(O)n(CC(=O)Nc2ccccc2)c2ccccc12	0.4%	20%	5%	-3%	4%
c1cnc(NC2CCCCCC2)nc1	1.1%	72%	-3%	-2%	-21%
COc1cc2nc(-c3ccc(Br)o3)oc(=O)c2cc1OC	3.8%	66%	-9%	u	-4%
C/C(CC(=O)NC1CCCC1)=N\NC(=O)c1ccc([N+](=O)[O-])c(Cl)c1	1.6%	-5%	8%	-1%	-2%

Compounds as they come. Share with any hit: about 1.5%.
